Screens as filed in PubChem.
H9c2 TAG inh – inhibitors of triacylglycerol accumulation; H9c2 cells, Nile Red lipid (TAG) fluorescence; cells loaded with 200 µM oleic acid; inhibition, % at 12.5 µM; 0.66% of 230,000 active; AID 651582;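 active means pattern-corrected inhibition of lipid staining of at least 50% with the nuclear-stain viability signal not falling by more than 50%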;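 further: 0% = DMSO wells and 100% = triacsin C control wells; some results filed as inactive read as strong as hits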
H9c2 TAG inh DAPI viability – second read-out of H9c2 TAG inh, no call of its own (marks repeat the call); DAPI nuclei signal change (viability), lower = more cytotoxic, %;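 whole-well DAPI fluorescence read on a plate reader as a viability signal; minus 50 percent equals half of cells still viable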
The depositor's hits bear a star. A portion of the library; rates above refer to the full screens.

How did O=C(c1cc(N2C(=O)C3C4CCC(C4)C3C2=O)ccc1Cl)N1CCCCCC1 (configuration not stated) do in these assays?
H9c2 TAG inh: -13; H9c2 TAG inh DAPI viability: 2

What do the screens show for `C=CCN1C(=O)c2ccc(C(=O)N3CCN(S(=O)(=O)c4cc(C)ccc4C)CC3)cc2C1=O`?
H9c2 TAG inh: -10; H9c2 TAG inh DAPI viability: 1

Results for Cc1cc(C(=O)OCC(=O)N(CC(C)C)c2c(N)n(Cc3ccccc3)c(=O)[nH]c2=O)c2ccccc2n1 ?
H9c2 TAG inh: 10; H9c2 TAG inh DAPI viability: -6

Results for O=C1c2ccccc2C(Nc2ccc(S(=O)(=O)N3CCCCC3)cc2)N1Cc1ccco1 (configuration not stated) ?
H9c2 TAG inh: -23; H9c2 TAG inh DAPI viability: -5

What do the screens show for `COc1ccc(C(=O)O/N=C(/C)c2cccs2)cc1`?
H9c2 TAG inh: 3; H9c2 TAG inh DAPI viability: 6

What do the screens show for `CCOC(=O)C1CCCN(C(=O)c2cc(C(C)(C)C)nn2C)CC1` (configuration not stated)?
H9c2 TAG inh: -13; H9c2 TAG inh DAPI viability: 7

Results for O=C1c2ccccc2C(=O)N1CC(O)Cn1nnc2ccccc21 (configuration not stated) ?
H9c2 TAG inh: -8; H9c2 TAG inh DAPI viability: 4

Results for O=S(=O)(Nc1ccccc1)N1CCCCC1 ?
H9c2 TAG inh: -8; H9c2 TAG inh DAPI viability: 9

What do the screens show for `CC(=O)N(c1ccc(Br)cc1)C1C=CS(=O)(=O)C1` (configuration not stated)?
H9c2 TAG inh: -5; H9c2 TAG inh DAPI viability: 5

What do the screens show for `CCc1c(O)nc2sc3ccccc3n2c1=O`?
H9c2 TAG inh: 0; H9c2 TAG inh DAPI viability: 1

Results for O=C(O)c1cc(NC(=O)c2ccc3c(c2)C(=O)N(Cc2ccccc2)C3=O)cc(C(=O)O)c1 ?
H9c2 TAG inh: 5; H9c2 TAG inh DAPI viability: -7

Results for C[C@H]1CN([C@@H](C)CO)C(=O)CCCn2nncc2CO[C@@H]1CN(C)C(=O)c1ccncc1 ?
H9c2 TAG inh: -21; H9c2 TAG inh DAPI viability: 5

What do the screens show for `O=S(=O)(NCc1ccccn1)c1ccc(Br)s1`?
H9c2 TAG inh: 3; H9c2 TAG inh DAPI viability: -14

Results for CC(=O)c1ccc(OCC(=O)NCC2(N3CCCCC3)CCCCC2)cc1 ?
H9c2 TAG inh: -4; H9c2 TAG inh DAPI viability: 10

How did Cc1ccc(C2N(c3ccc(Cl)c(Cl)c3)C(=O)C3CCCN32)o1 (configuration not stated) do in these assays?
H9c2 TAG inh: 12; H9c2 TAG inh DAPI viability: -2

What do the screens show for `Cc1cc(C(=O)NC2=NCCS2)c2ccccc2n1`?
H9c2 TAG inh: -6; H9c2 TAG inh DAPI viability: -1

What do the screens show for `S=C(NCc1ccco1)N1CCC(c2nc3ccccc3o2)CC1`?
H9c2 TAG inh: 2; H9c2 TAG inh DAPI viability: -5

Results for O=C(COC(=O)c1ccc(O)cc1)NC(c1ccccc1)c1ccccc1 ?
H9c2 TAG inh: 3; H9c2 TAG inh DAPI viability: -5

How did c1ccc(CNC23CC4CC(CC(C4)C2)C3)nc1 do in these assays?
H9c2 TAG inh: 8; H9c2 TAG inh DAPI viability: -2

What do the screens show for `C1CC(=NN=C2CCSCC2)CCS1`?
H9c2 TAG inh: -3; H9c2 TAG inh DAPI viability: 2

How did Cc1cc(Cl)c(S(=O)(=O)N2CCSCC2)cc1OCC(N)=O do in these assays?
H9c2 TAG inh: -22; H9c2 TAG inh DAPI viability: -2

How did O=C(COC(=O)Cn1[nH]c(=O)c2ccccc2c1=O)Nc1c(Cl)cccc1C(F)(F)F do in these assays?
H9c2 TAG inh: 2; H9c2 TAG inh DAPI viability: 5

What do the screens show for `CCOc1ccc(CNC(=S)N/N=C/c2cccnc2)cc1`?
H9c2 TAG inh: 8; H9c2 TAG inh DAPI viability: 6

Results for COCCCNC(=O)c1cc2c(=O)n(C)c3ccccc3c2n1C ?
H9c2 TAG inh: 19; H9c2 TAG inh DAPI viability: -12

What do the screens show for `COc1ccc(N2CCc3c(C)nc4c(OC)cc(OC)cc4c32)cc1`?
H9c2 TAG inh: 39; H9c2 TAG inh DAPI viability: -24

Results for O=C(NCCc1ccccc1)c1ccc(-c2ccc(F)cc2)o1 ?
H9c2 TAG inh: 20; H9c2 TAG inh DAPI viability: -39

Results for COc1ccc2[nH]c3c(N4CCc5ccccc5C4)ncnc3c2c1 ?
H9c2 TAG inh: -2; H9c2 TAG inh DAPI viability: 0

How did Cc1cc(C)n(CC(C)NC(=O)CCc2nnc(CCc3ccccc3)o2)n1 (configuration not stated) do in these assays?
H9c2 TAG inh: 1; H9c2 TAG inh DAPI viability: -12

How did COc1ccc(CCNC(=O)Cn2cccc2C(=O)c2ccccc2)c(OC)c1 do in these assays?
H9c2 TAG inh: -11; H9c2 TAG inh DAPI viability: 5

What do the screens show for `CN(C(=O)CSc1ncn[nH]1)C1(C#N)CCCCC1`?
H9c2 TAG inh: -2; H9c2 TAG inh DAPI viability: 2

How did CCCC(=O)Nc1ccc(NC(=O)CCc2ccccc2)cn1 do in these assays?
H9c2 TAG inh: 12; H9c2 TAG inh DAPI viability: -10

How did C=CCNc1ncnc2c1ncn2[C@H]1CN(Cc2ccccc2)C[C@@H](CO)O1 do in these assays?
H9c2 TAG inh: 0; H9c2 TAG inh DAPI viability: 5

What do the screens show for `O=C(CNC(=O)c1ccccc1)OCc1nnc(-c2ccccc2)o1`?
H9c2 TAG inh: 2; H9c2 TAG inh DAPI viability: 3

Results for Cc1cccc(CNC(=O)C2CCC(=O)N(C3CCCC3)C2)c1 (configuration not stated) ?
H9c2 TAG inh: -5; H9c2 TAG inh DAPI viability: -2

What do the screens show for `Cc1cccc(NC(=O)/C=C/c2ccc3c(c2)OCO3)n1`?
H9c2 TAG inh: -2; H9c2 TAG inh DAPI viability: 13

How did Cc1ccc(NC(=S)N2CCCC2)cc1 do in these assays?
H9c2 TAG inh: 16; H9c2 TAG inh DAPI viability: -1

Results for O=C(CSc1ncnc2ccccc12)c1ccco1 ?
H9c2 TAG inh: -5; H9c2 TAG inh DAPI viability: 4

What do the screens show for `O=C(c1cnn(C(=O)c2ccco2)c1)c1cc(F)ccc1O`?
H9c2 TAG inh: -19; H9c2 TAG inh DAPI viability: 8

What do the screens show for `CCCNC(=O)c1ccccc1NC(=O)c1ccc2c(c1)NC(=O)C(C)S2` (configuration not stated)?
H9c2 TAG inh: 14; H9c2 TAG inh DAPI viability: -2

Results for Nc1ccc(C(=O)OCCCc2nc3ccccc3[nH]2)cc1 ?
H9c2 TAG inh: -12; H9c2 TAG inh DAPI viability: -1

How did COc1ccc(NC(=S)N2CCN(C(=O)C3CCCO3)CC2)c(OC)c1 (configuration not stated) do in these assays?
H9c2 TAG inh: 5; H9c2 TAG inh DAPI viability: -8

How did COc1ccc(OC)c(NC(=O)c2ccc(OCC(=O)N3CCOCC3)c(OC)c2)c1 do in these assays?
H9c2 TAG inh: 0; H9c2 TAG inh DAPI viability: -7

How did COc1ccccc1NC(=O)COC(=O)c1ccc(N2CCCC2=O)cc1 do in these assays?
H9c2 TAG inh: -6; H9c2 TAG inh DAPI viability: -3

What do the screens show for `O=C(N/N=C\c1ccncc1)c1ccc(Br)s1`?
H9c2 TAG inh: 14; H9c2 TAG inh DAPI viability: -4

How did COc1cccc(CNc2ccccc2O)c1OCc1ccccc1F do in these assays?
H9c2 TAG inh: -16; H9c2 TAG inh DAPI viability: -7

How did CC[C@](C)(O)c1cc2ccccc2c(=O)o1 do in these assays?
H9c2 TAG inh: -6; H9c2 TAG inh DAPI viability: 1

How did O=c1[nH]nc(-c2ccc(F)cc2)cc1Cc1ccccc1 do in these assays?
H9c2 TAG inh: 8; H9c2 TAG inh DAPI viability: 5

What do the screens show for `O=c1c2c(-c3ccccc3)csc2nc2n1CCC2`?
H9c2 TAG inh: 4; H9c2 TAG inh DAPI viability: -5

What do the screens show for `CCOC(=O)c1ccc(CNC(=O)Cn2nnc(-c3cccc(C)c3)n2)o1`?
H9c2 TAG inh: 0; H9c2 TAG inh DAPI viability: -1

What do the screens show for `COc1c2c(cc3oc(CO[C@@H]4O[C@H](CO)[C@@H](O)[C@H](O)[C@H]4O)cc(=O)c13)O[C@H](C(C)(C)O)C2`?
H9c2 TAG inh: -2; H9c2 TAG inh DAPI viability: -7

How did COc1ccccc1C(=O)Nc1cc2cc(Br)ccc2oc1=O do in these assays?
H9c2 TAG inh: -7; H9c2 TAG inh DAPI viability: 13

What do the screens show for `Cc1ccc(NC(=O)C2CC(=O)n3ncnc3N2)cc1C` (configuration not stated)?
H9c2 TAG inh: 6; H9c2 TAG inh DAPI viability: 0

What do the screens show for `COc1ccc(C=O)cc1OC(=O)C1(C)Cc2ccccc2C(=O)O1` (configuration not stated)?
H9c2 TAG inh: 9; H9c2 TAG inh DAPI viability: -5

How did CCC(CO)NC(=O)c1ccccc1C(F)(F)F (configuration not stated) do in these assays?
H9c2 TAG inh: -10; H9c2 TAG inh DAPI viability: 11

How did Cc1ccc(OCCNC(=O)c2ccccc2OCc2c(C)noc2C)cc1 do in these assays?
H9c2 TAG inh: -16; H9c2 TAG inh DAPI viability: 1

How did CC(SCc1ccccc1)C(=O)Nc1ccccc1 (configuration not stated) do in these assays?
H9c2 TAG inh: -20; H9c2 TAG inh DAPI viability: 5

Results for COc1ccc(-c2oc(=O)c3cc(OC)c(OC)cc3c2C#CCCCO)cc1 ?
H9c2 TAG inh: 14; H9c2 TAG inh DAPI viability: -2

What do the screens show for `CN(CCOc1ccc(Cl)cc1)C(=O)c1cc(S(=O)(=O)N2CCOCC2)ccc1N1CCCC1`?
H9c2 TAG inh: -12; H9c2 TAG inh DAPI viability: 6

What do the screens show for `CCCS(=O)(=O)N1CCN(C(=O)COc2ccc(OC)cc2)CC1`?
H9c2 TAG inh: 16; H9c2 TAG inh DAPI viability: 4

How did COCC(C)n1c(SCC(=O)NC(=O)NC2CCCC2)nc2ccccc2c1=O (configuration not stated) do in these assays?
H9c2 TAG inh: 19; H9c2 TAG inh DAPI viability: 2

How did O=C(Nc1cccc(-c2nc3ncccc3o2)c1)c1ccccc1 do in these assays?
H9c2 TAG inh: -3; H9c2 TAG inh DAPI viability: 8

What do the screens show for `CC(=O)Nc1ccc(S(=O)(=O)N(C)CC(=O)OC(C)C(=O)NC2CCCCC2)cc1` (configuration not stated)?
H9c2 TAG inh: 7; H9c2 TAG inh DAPI viability: 1

How did C/C(=N/NC(=O)c1ccc2c(c1)OCCO2)c1ccc([N+](=O)[O-])cc1 do in these assays?
H9c2 TAG inh: 8; H9c2 TAG inh DAPI viability: -3

Results for Cc1cccc(NC(=O)CN(C)C(=O)C2CC2)c1C ?
H9c2 TAG inh: 0; H9c2 TAG inh DAPI viability: 0

How did CN(Cc1ccccc1)c1nc(N)nc(Cl)c1C=O do in these assays?
H9c2 TAG inh: 6; H9c2 TAG inh DAPI viability: -1

Results for CC(C)c1ccccc1NS(=O)(=O)N(C)C ?
H9c2 TAG inh: -26; H9c2 TAG inh DAPI viability: 6

How did CC1CCC2(CC1)NC(=O)N(CC(=O)Nc1cccc(C#N)c1)C2=O (configuration not stated) do in these assays?
H9c2 TAG inh: -51; H9c2 TAG inh DAPI viability: 6

How did C/C(=N\O)c1ccc2c(c1)OCCO2 do in these assays?
H9c2 TAG inh: -1; H9c2 TAG inh DAPI viability: 0

How did N#Cc1ccc(CN2CCN(C(=O)c3ccc(S(=O)(=O)NCc4ccco4)cc3)CC2)cc1 do in these assays?
H9c2 TAG inh: -1; H9c2 TAG inh DAPI viability: -6

What do the screens show for `O=C1c2ccccc2C(=O)N1c1ccc(Cl)cn1`?
H9c2 TAG inh: 13; H9c2 TAG inh DAPI viability: 10

What do the screens show for `CC(=O)NC1C(=O)N=C(SCC(=O)Nc2ccc(C(F)(F)F)cc2Cl)NC1=O` (configuration not stated)?
H9c2 TAG inh: -9; H9c2 TAG inh DAPI viability: 6

What do the screens show for `COc1ccc(NC2CCCN(C(=O)c3ccc(C)nc3)C2)cc1` (configuration not stated)?
H9c2 TAG inh: -14; H9c2 TAG inh DAPI viability: 3

How did CC(=O)c1c(C)[nH]c(C(=O)OCC(=O)NCCc2ccc(Cl)cc2)c1C do in these assays?
H9c2 TAG inh: 14; H9c2 TAG inh DAPI viability: -8

How did Cc1c(NC(=O)COC(=O)C(c2ccc(Cl)cc2)C(C)C)c(=O)n(-c2ccccc2)n1C (configuration not stated) do in these assays?
H9c2 TAG inh: 0; H9c2 TAG inh DAPI viability: 9
